hIAP block = human IAP inhibition. purified IAP, CDP-Star luminescence, 30 min. inhibition, % at 10 µM. 0.12% of 330,000 active. AID 2544;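 active means inhibition reaching a set limit with compound at 10 µM in the primary screen, cut at about 35% in these data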;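 further: plate controls were DMSO wells with enzyme for no effect and no-enzyme buffer wells for full effect; values of inactives mirror those of a sister screen read the other way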
PfG6PD inh = PfG6PD (Plasmodium falciparum) enzyme inhibition | PfGluPho enzyme, NADPH resazurin-diaphorase fluorescence | inhibition, % at 20 µM | 0.78% of 350,000 active;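 active means inhibition reaching at least a set limit at 20 µM in the primary screen, cut at about 59% in these data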;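 further: 0% = DMSO wells with substrate and 100% = DMSO wells lacking glucose-6-phosphate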
ATG4B inhibitor = ATG4B (human) cysteine protease inhibition; ATG4B cleavage of LC3-PLA2, NBD-HPC fluorescence, 1 h; 0.51% of 340,000 active; AID 504462; Q9Y4P1; inhibition, % at 8.33 µM; in the data active means inhibition above about 40%
hIAP act = human IAP activation | P09923 | purified human IAP, CDP-Star luminescence, 30 min; hits give high values; 1 = vehicle-only enzyme, 0 = enzyme-free background | activation factor at 10 µM | 0.16% of 330,000 active | AID 2524;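 active means activation factor of the enzyme at least 2-fold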; further: the source names both 10 and 20 µM as test concentration; values of inactives mirror those of a sister screen read the other way
A3A deaminase = inhibitors of human APOBEC3A DNA deaminase; P31941; recombinant A3A, FAM/TAMRA ssDNA deamination fluorescence; inhibition, % at 20 µM; 0.41% of 330,000 active; AID 493011;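 active means at least 40% inhibition at 20 µM here, with at most 30% in a related deaminase screen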;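 further: plate controls were A3A with DMSO for no effect and wells lacking A3A enzyme for full effect; some results filed as inactive read as strong as hits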
Target sequence (P31941 whole entry, looked up): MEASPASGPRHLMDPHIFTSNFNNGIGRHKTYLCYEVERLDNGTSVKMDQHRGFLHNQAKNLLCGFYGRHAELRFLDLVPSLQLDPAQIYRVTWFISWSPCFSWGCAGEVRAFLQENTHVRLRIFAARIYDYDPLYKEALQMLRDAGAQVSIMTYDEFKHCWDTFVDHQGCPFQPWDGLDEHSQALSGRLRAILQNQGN
HKDC1 inhibitor = blocks human hexokinase HKDC1 activity; Q2TB90; recombinant HKDC1, G6PDH/diaphorase resazurin coupled fluorescence; inhibition, % at 20 µM; 0.16% of 340,000 active; AID 493160;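 active means inhibition above about 35% when tested at 20 µM, limit read from the data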;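 further: plate controls were DMSO wells with enzyme for no effect and DMSO wells lacking enzyme for full effect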
Target sequence (Q2TB90 whole entry, looked up): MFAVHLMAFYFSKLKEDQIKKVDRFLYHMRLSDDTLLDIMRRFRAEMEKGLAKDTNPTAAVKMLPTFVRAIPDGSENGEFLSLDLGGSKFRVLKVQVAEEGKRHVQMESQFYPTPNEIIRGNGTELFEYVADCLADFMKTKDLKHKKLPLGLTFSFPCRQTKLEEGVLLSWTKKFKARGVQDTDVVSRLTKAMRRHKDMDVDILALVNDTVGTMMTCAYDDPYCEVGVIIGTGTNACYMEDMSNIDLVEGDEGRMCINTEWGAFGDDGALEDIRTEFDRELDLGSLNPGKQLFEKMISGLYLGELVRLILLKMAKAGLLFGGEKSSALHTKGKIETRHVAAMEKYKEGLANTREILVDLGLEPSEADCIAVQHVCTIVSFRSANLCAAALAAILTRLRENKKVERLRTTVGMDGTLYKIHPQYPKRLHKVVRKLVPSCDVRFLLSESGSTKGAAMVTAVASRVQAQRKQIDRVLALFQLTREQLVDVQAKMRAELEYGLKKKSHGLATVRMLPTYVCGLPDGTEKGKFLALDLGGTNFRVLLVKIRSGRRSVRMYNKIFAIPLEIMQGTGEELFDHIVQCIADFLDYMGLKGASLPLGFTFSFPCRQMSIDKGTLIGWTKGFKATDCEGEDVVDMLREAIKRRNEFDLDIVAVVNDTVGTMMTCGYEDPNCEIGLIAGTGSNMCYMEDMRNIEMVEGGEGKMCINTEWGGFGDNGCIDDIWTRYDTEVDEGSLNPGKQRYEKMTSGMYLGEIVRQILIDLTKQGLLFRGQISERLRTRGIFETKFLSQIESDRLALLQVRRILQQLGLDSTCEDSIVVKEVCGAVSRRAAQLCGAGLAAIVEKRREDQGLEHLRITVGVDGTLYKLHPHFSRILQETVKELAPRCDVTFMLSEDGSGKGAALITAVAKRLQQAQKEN
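Test system: Recombinant HKDC1 (HK5) hexokinase enzyme, produced in-house | Input: HKDC1 at 5 µg/mL | Buffer or medium: Tris pH 8.0 buffer with MgCl2, Tween-20, BSA, BME | Schedule: 90 min reaction incubation at room temperature, dark | Technique: Resazurin-to-resorufin fluorescence via G6PDH and diaphorase coupling, 525/613 nm | Controls: DMSO wells with and without enzyme mix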
mIAP inh = blocks mouse intestinal alkaline phosphatase. purified mouse IAP, CDP-Star luminescence, 30 min. inhibition, % at 10 µM. 0.2% of 330,000 active;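 active means inhibition of at least 40% at 10 µM in the primary screen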;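 further: plate controls were DMSO with enzyme for no effect and no enzyme wells for full effect; values of inactives mirror those of a sister screen read the other way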
mIAP act = increases mouse intestinal alkaline phosphatase activity | activation factor at 10 µM | muIAP, CDP-Star luminescence, 30 min; hits give high values; 1 = vehicle-only enzyme signal, 0 = enzyme-free wells | 0.24% of 330,000 active;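 active means activation factor of at least 2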; further: the source names both 10 and 20 µM as test concentration; values of inactives mirror those of a sister screen read the other way
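Assay system: mouse IAP enzyme; Reagent: CDP-Star chemiluminescent phosphatase substrate; Compound: DMSO-dissolved test compounds; Incubation: 30 min, room temperature; Technique: luminescence from enzymatic CDP-Star hydrolysis; Controls: DMSO-only wells and no-enzyme negative control.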
An asterisk follows results filed as active. An unsorted share of the library (roughly 2.4% active in at least one column).

SMILES	hIAP block	PfG6PD inh	ATG4B inhibitor	hIAP act	A3A deaminase	HKDC1 inhibitor	mIAP inh	mIAP act
CC(=O)N1CCN(S(=O)(=O)c2cccc(C(=O)NC3CC3)c2)CC1	4	-7	-4	0.96	2	0	11	0.89
CN(NS(=O)(=O)c1ccc(Cl)cc1)c1cnn(C)c(=O)c1Cl	-8	7	-1	1.1	-2	0	-1	1
O=C(NCCN=C1NS(=O)(=O)c2ccccc21)c1ccc2nccnc2c1	9	-11	-3	0.91	0	-3	6	0.94
O=C1CC(c2ccco2)Cc2nc(Nc3nc(-c4ccccc4)c4ccccc4n3)ncc21 (stereo not given)	1	10	1	0.99	2	-2	12	0.88
C=CC[C@H](CC(=O)N(CCO)Cc1ccccc1)C(=O)NC[C@H](OC(=O)[C@@H](CC=C)Cc1ccc(F)cc1)c1ccccc1	-1	23	8	1	-3	2	6	0.94
CCCN(CCC)S(=O)(=O)c1ccc(NC(=O)C2CCCO2)cc1 (stereo not given)	5	-14	2	0.95	-5	-4	-4	1
O=C(CSC1=NCCN1)NC12CC3CC(CC(C3)C1)C2	3	-5	-12	0.97	-4	-4	1	0.99
O=C1CC(c2ccccc2)Sc2nc(-c3ccccc3)c(-c3ccccc3)n21 (stereo not given)	1	22	3	0.99	1	13	3	0.97
COc1cc(O)c(C(CCN2CCCCC2)c2cc(OC)c(OC)c(OC)c2)c(OC)c1 (stereo not given)	2	-9	-6	0.98	-2	4	2	0.98
CC(C)(CO)NC(=O)CC1C(=O)NCCN1Cc1ccc(-c2ccccc2)cc1 (stereo not given)	-17	-1	30	1.2	3	-2	4	0.96
COc1ccc(C(=O)NC2CCN(C(=S)Nc3cccc(C)c3)CC2)cc1	4	-18	-2	0.96	4	9	-1	1
CNc1nc(SC(C)C(=O)Nc2ccc(Cl)c(Cl)c2)nc(N2CCOCC2)n1 (stereo not given)	-21	-10	-1	1.2	-4	-7	-2	1
CCOC(=O)N1CCN(Cc2nc3cc(NC(C)=O)ccc3n2C)CC1	12	-6	-2	0.88	-1	-2	-8	1.1
CC1CCN(CC(=O)c2cccs2)CC1	10	-16	1	0.9	4	-2	7	0.93
COc1cccc(-n2c(-c3cccc(S(=O)(=O)N(C)C)c3)n[nH]c2=S)c1	-16	45	-2	1.2	2	-7	-4	1
Cc1ccccc1C(=O)Oc1ccccc1C(=O)N1CCOCC1	11	0	-19	0.89	-1	-1	-9	1.1
N=c1c2c(ncn1Cc1ccco1)Oc1c(ccc3ccccc13)C2c1ccccc1 (stereo not given)	-1	6	1	1	0	4	-6	1.1
CC(C)CC(NC(=O)C(Cc1ccc(OCc2ccccc2)cc1)NC(=O)OC(C)(C)C)C(N)=O (stereo not given)	-2	-5	-14	1	-3	2	-80	1.8
CCOc1ccc(C(=O)Nc2ccc(N3CCN(C)CC3)cc2)cc1Br	9	-1	3	0.91	-7	-4	1	0.99
COc1ccc2c(c1)cc(C(=O)N[C@H](C(=O)N1CCC[C@H]1C(=O)O)C(C)C)n2C	6	-1	-10	0.94	3	1	-2	1
COCCNC(=O)c1cc(S(=O)(=O)N(C)c2ccccc2OC)ccc1C	-3	16	9	1	3	-1	1	0.99
COc1ccc(NC(=O)COc2ccc(S(=O)(=O)N3CCOCC3)cc2C)cc1OC	-5	-1	-9	1	0	-4	-6	1.1
COc1ccccc1Oc1coc2c(CN3CCN(C)CC3)c(O)ccc2c1=O	-22	-14	2	1.2	-3	4	2	0.98
CCOc1ccc(Br)cc1S(=O)(=O)Nc1ncn[nH]1	16	-6	-1	0.84	3	-3	-14	1.1
CCn1c(COc2ccccc2OC)nnc1SCC#N	6	-3	-5	0.94	-2	-2	4	0.96
The results go on.
SMILES	hIAP block	PfG6PD inh	ATG4B inhibitor	hIAP act	A3A deaminase	HKDC1 inhibitor	mIAP inh	mIAP act
N#Cc1ccccc1S(=O)(=O)N1CCN(C(=O)CN2CCCSc3ccccc32)CC1	9	32	-2	0.91	-4	4	13	0.87
CN1CCN(c2ccc(S(=O)(=O)N3CCOCC3)cc2NC(=O)CCc2ccccc2)CC1	-5	-4	-4	1	4	-5	3	0.97
O=C(O)CCCNS(=O)(=O)c1ccc(F)cc1	-23	0	-7	1.2	2	-3	-7	1.1
CC[C@H](C)[C@H](NC(=O)OCc1ccccc1)C(=O)Nc1ccc(NC(C)=O)cc1	-6	-4	-5	1.1	-1	-18	-4	1
COc1cc(/C=C2\SC(=S)N(C(C(=O)O)c3ccccc3)C2=O)ccc1O (stereo not given)	28	-46	7	0.72	-2	6	32	0.69
COc1ccc(S(=O)(=O)CCC(=O)NCc2ccc(C)o2)cc1	-3	15	6	1	-2	8	5	0.95
CN1C(=O)c2ccccc2NC(=O)[C@]12O[C@@H]2c1cccc(O)c1	0	5	7	1	18	5	9	0.91
Cc1occc1C(=O)Nc1ccccc1C#N	0	-4	1	1	0	1	1	0.99
CCOc1ccccc1/C=N/NC(=O)CSc1n[nH]c(=O)[nH]c1=O	-21	-2	-5	1.2	-7	-13	0	1
CC(C)(C)OC(=O)N[C@@H](Cc1ccccc1)C(=O)N1CCC(C(=O)N[C@@H](Cc2c[nH]c3ccccc23)C(=O)O)CC1	4	-16	-1	0.96	-7	-3	0	1
Clc1ccc(-c2nnc3sc(-c4ccc(Br)o4)nn23)c(Cl)c1	-13	-16	-6	1.1	0	-1	0	1
Cc1ccc(C(=O)N2CCN(c3ccc(N4CCOCC4)nn3)CC2)cc1C	-12	-11	2	1.1	0	3	-1	1
O=C(O)c1cc([N+](=O)[O-])ccc1N1CCCCC1	17	-4	-3	0.83	-1	-10	5	0.95
CCOC(=O)C1[C@H]2C(=O)N(CCCOC)C[C@]23C=C[C@H]1O3 (stereo not given in full)	-22	-5	-5	1.2	2	-4	-1	1
COC(=O)Cc1[nH]n(-c2nc3ccccc3s2)c(=O)c1C(C)=Nc1ccc(C)cc1	-19	-10	0	1.2	2	1	-6	1.1
CSc1ccccc1NC(=O)CN(Cc1ccc(Cl)cc1)S(C)(=O)=O	-14	6	-7	1.1	2	9	8	0.92
COc1cc(C(=O)NCC(=O)NNC(=O)CN(C)S(=O)(=O)c2ccc(Cl)cc2)cc(OC)c1OC	-16	-10	10	1.2	-4	2	11	0.89
CC(COS(N)(=O)=O)Cc1ccc(C(F)(F)F)cc1 (stereo not given)	3	11	-2	0.97	3	-3	2	0.98
CCOC(CNC(=O)CCc1c(C)nc2nc(C)nn2c1C)OCC	8	-12	-8	0.92	3	-5	6	0.94
CCOc1ccccc1NC(=O)C(NCCN(C)C)c1ccccc1 (stereo not given)	-40	9	15	1.4	0	-4	-9	1.1
CCN(C(=O)Cc1ccc(Br)cc1)C1CCCCC1	-2	-13	9	1	-3	2	3	0.97
CC(=O)Nc1ccc(NC(=O)CSc2nnc(-c3cccnc3)o2)cc1	0	3	0	0.99	2	-1	-5	1
CCN(CC)c1ccc(C(=O)N2CCN(Cc3ccccc3)CC2)cc1	3	-1	-12	0.97	-2	-7	6	0.94
COc1ccc(Cl)cc1NC(=O)CN(C)C(=O)CCCNC(=O)c1ccc(Cl)cc1	4	42	3	0.96	-5	-3	-1	1
COc1ccc(/C(C)=C2\SC(=S)N(CCC(=O)O)C2=O)cc1	3	-18	35	0.97	1	-3	-3	1
More results.
SMILES	hIAP block	PfG6PD inh	ATG4B inhibitor	hIAP act	A3A deaminase	HKDC1 inhibitor	mIAP inh	mIAP act
Clc1cccc(Cc2ccc(Cl)nn2)c1	-9	5	-6	1.1	0	-10	3	0.97
COc1ccc(Nc2cc(Cl)nc(N)n2)cc1OC	5	9	-4	0.95	-1	-1	-5	1.1
COc1ccc(Cn2c(=O)[nH]c3cc(C(=O)NCCc4ccc(S(N)(=O)=O)cc4)ccc3c2=O)cc1	-16	-3	-2	1.2	-3	-7	-4	1
O=C(NCCC1=CCCCC1)c1cc(COc2c(F)cccc2F)on1	-11	6	18	1.1	-5	4	3	0.97
CCCC(=O)Nc1cc(-c2nnc(OC)c3ccccc23)ccc1N1CCOCC1	-19	-1	0	1.2	7	3	2	0.98
CCc1ccc(/C(C)=N/NC(=O)c2ccccn2)cc1	-19	16	-4	1.2	-4	-10	8	0.92
COc1ccccc1CN1CCN(Cc2nc(-c3ccc(C)cc3)oc2C)CC1	-17	-2	7	1.2	-2	0	-8	1.1
COc1ccc(OCC(=O)Nc2ccc(N3CCOCC3)cc2)cc1	9	19	-9	0.91	-3	-6	1	0.99
CCOc1ccc(Cl)cc1CNCCNCCO	20	5	-2	0.81	0	-3	4	0.96
C#CCOC(=O)CCC(=O)NCCc1ccccc1	-6	13	3	1.1	-9	-8	-5	1.1
CCc1ccccc1NC(=O)c1cc(=O)c2ccccc2o1	0	-11	0	1	-3	-6	-1	1
CC(NCC(O)COc1ccc(Br)cc1)c1ccccc1 (stereo not given)	6	-11	-3	0.94	-5	2	2	0.98
Cc1cccc(N(CC(=O)NC2CCCC2)C(=O)c2c(C)noc2C)c1	3	-11	-12	0.97	-2	1	2	0.98
CCc1ccc(NC(=O)CSCCO)cc1	-4	11	-11	1	-3	-2	-12	1.1
Clc1ccc(-n2nnc(-c3cccnc3)n2)cc1Cl	-5	10	2	1.1	-6	0	-2	1
Cc1cccc(NC(=O)Cc2ccc(F)cc2)c1	-25	9	0	1.2	2	-2	0	1
CCN(c1ccccc1)S(=O)(=O)c1ccc(C(=O)Nc2cccc(C)n2)cc1	8	5	-8	0.92	4	6	8	0.92
Cc1cc(=O)n2[nH]c(-c3ccsc3-n3c(C)ccc3C)cc2n1	13	37	3	0.87	29	13	50*	0.5
COC(=O)c1c(NC(=O)c2ccco2)sc(C(=O)N(C)C)c1C	2	6	-7	0.98	0	1	5	0.95
Brc1ccc(NCc2cccc3ccccc23)nc1	8	9	20	0.92	0	8	-5	1
O=C(NCC1CCCCC1)c1cccc(S(=O)(=O)NCc2cccnc2)c1	-5	1	0	1.1	0	-1	0	1
N#CC(C(=O)O)=C1CCCC1	6	-17	1	0.94	-3	4	-1	1
CCOc1ccc(C(=O)NC(C(=O)NCc2ccccn2)C(C)C)cc1 (stereo not given)	-11	13	-7	1.1	-4	-4	-6	1.1
O=C(Cc1c[nH]c2ccccc12)N/N=C/c1cccc(F)c1	-3	9	-8	1	-5	-6	4	0.95
O=C(COc1coc(CN2CCN(c3ccc(F)cc3)CC2)cc1=O)Nc1ccccc1	-10	-13	3	1.1	1	-9	-4	1
COC(=O)c1c(NC(=O)CC2SCC(C(=O)OC)NC2=O)sc2c1CCCC2 (stereo not given)	-28	3	-11	1.3	-3	-4	9	0.91
CC1CCCC(C)N1C(=O)COC(=O)COc1ccc(C#N)cc1 (stereo not given)	4	-15	-3	0.96	6	-5	-5	1.1

Gathered by group: the compounds so far with two or more sulfur atoms (6)
SMILES	hIAP block	PfG6PD inh	ATG4B inhibitor	hIAP act	A3A deaminase	HKDC1 inhibitor	mIAP inh	mIAP act
COc1cccc(-n2c(-c3cccc(S(=O)(=O)N(C)C)c3)n[nH]c2=S)c1	-16	45	-2	1.2	2	-7	-4	1
N#Cc1ccccc1S(=O)(=O)N1CCN(C(=O)CN2CCCSc3ccccc32)CC1	9	32	-2	0.91	-4	4	13	0.87
COc1cc(/C=C2\SC(=S)N(C(C(=O)O)c3ccccc3)C2=O)ccc1O (stereo not given)	28	-46	7	0.72	-2	6	32	0.69
CSc1ccccc1NC(=O)CN(Cc1ccc(Cl)cc1)S(C)(=O)=O	-14	6	-7	1.1	2	9	8	0.92
COc1ccc(/C(C)=C2\SC(=S)N(CCC(=O)O)C2=O)cc1	3	-18	35	0.97	1	-3	-3	1
COC(=O)c1c(NC(=O)CC2SCC(C(=O)OC)NC2=O)sc2c1CCCC2 (stereo not given)	-28	3	-11	1.3	-3	-4	9	0.91
